Tau FP inhib = inhibitors of human tau fibril formation; P10636; AID 1468; K18 P301L tau heparin fibrillization, Alexa594 FP, 6 h; Potency, µM (titrated, usually from 57.7 µM), for the others: at the top dose activity, negative = inhibition, hits mostly inhibitors; 280,000 tested, 0.39% active; note: potency is the fitted concentration of half-maximal effect; % is set by controls: 0 for no effect and ±100 for the full control effect; nearly all actives have a fitted effect of over 55% in size
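Quantitative HTS format: compounds meet 15 uM recombinant K18 P301L tau and Alexa 594-tau tracer in 100 mM sodium acetate pH 7; 20 uM heparin triggers fibrillization at 37 C over 6 hr; FP gives the signal.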
TexasRed fluor = Texas Red fluorescence interference in TRb-SRC2 counter-screen. AID 1479. TRb/SRC2 Texas Red total fluorescence interference. 280,000 tested, 0.29% active. Potency, µM (doses to about 106 µM), for the others: top-dose fluorescence change, negative = quenching; active = well fitted curve in either direction with a large enough effect; inconclusive = small, poorly fitted or top-dose-only effect; note: potency is the fitted concentration of half-maximal effect; % is set by controls: 0 for no effect and ±100 for the full control effect
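Human TRβ ligand-binding domain (0.6 uM) and Texas Red SRC2 peptide (20 nM) in Tris buffer with 1 uM T3 and 5% DMSO were incubated with pinned compound for 5 hr at ambient temperature. Total fluorescence was computed as S + 2P (555/632 nm).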
CBFb-RUNX1 inh = blocks binding between human CBF-beta and RUNX1; Q01196+Q13951; Potency, µM (highest dose often 59.8 µM), for the others: at the top dose activity, negative = inhibition, most hits filed as inhibitors; AID 1477; AlphaScreen CBFb-His/RUNX1-biotin binding, biochemical; 230,000 tested, under 10 active; note: % of control where 0% means no effect
Target sequence (Q01196 whole entry, looked up): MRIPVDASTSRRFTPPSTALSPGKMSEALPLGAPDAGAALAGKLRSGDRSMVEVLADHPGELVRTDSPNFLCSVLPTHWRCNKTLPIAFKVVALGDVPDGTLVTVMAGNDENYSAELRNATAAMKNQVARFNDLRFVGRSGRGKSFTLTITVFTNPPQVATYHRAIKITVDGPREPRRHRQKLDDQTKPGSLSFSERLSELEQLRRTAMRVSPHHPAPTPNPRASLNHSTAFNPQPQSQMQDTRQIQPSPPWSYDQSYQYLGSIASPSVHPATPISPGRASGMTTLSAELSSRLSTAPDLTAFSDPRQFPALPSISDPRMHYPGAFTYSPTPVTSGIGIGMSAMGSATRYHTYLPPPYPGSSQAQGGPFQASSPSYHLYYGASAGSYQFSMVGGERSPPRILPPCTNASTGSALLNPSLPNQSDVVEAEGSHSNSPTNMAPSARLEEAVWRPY
Target sequence (Q13951 whole entry, looked up): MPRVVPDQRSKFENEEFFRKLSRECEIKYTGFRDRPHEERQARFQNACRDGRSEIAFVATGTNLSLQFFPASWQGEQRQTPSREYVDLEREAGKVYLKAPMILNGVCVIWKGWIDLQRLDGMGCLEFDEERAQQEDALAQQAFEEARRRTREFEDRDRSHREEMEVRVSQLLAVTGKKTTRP
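AlphaScreen proximity signal reports loss of binding between His-tagged CBF-beta and biotin-labelled RUNX1, each at 30 nM. Proteins are pre-associated for 20 minutes, compounds added for 15 minutes, then beads for 90 minutes, all at ambient temperature.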
Epigenetic derep = epigenetic control regulation, reporter derepression | murine LDR cells, GFP reporter derepression, 30 h | 280,000 tested, 0.2% active | Potency, µM (series often up to 53.9 µM), for inactives: at the top dose GFP activation, usual class: activators; note: potency is the fitted concentration of half-maximal effect; % of control where 0% means no effect; nearly all actives have a fitted effect of over 60% in size
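Reporter derepression read as number of fluorescent GFP-positive objects, 20-120 um in size, counted by laser-scanning cytometer. Mouse LDR line with an epigenetically silenced CMV-GFP locus; compound incubation 30 h, 37 C.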
TRb-SRC2 inh = disrupts binding of human TR beta to SRC2 | TRbeta-SRC2 peptide binding, fluorescence polarization; receptor liganded with 1 µM T3 | AID 1469 | 280,000 tested, 0.065% active | Potency, µM (doses to about 106 µM), for inactives: at the top dose activity change, negative = inhibition, hits mostly inhibitors;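 note: potency is the fitted concentration of half-maximal effect; plate controls were bound peptide for no effect and peptide without receptor for full effect; nearly all actives have a fitted effect of over 50% in size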
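Assay buffer: 20 mM Tris-HCl, 100 mM NaCl, 10% glycerol, 1 mM EDTA, 0.01% NP-40, 1 mM DTT, 1 uM T3, 5% DMSO; TRb LBD 0.6 uM, Texas Red SRC2 20 nM; FP after 5 hr.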
NPSR antag = neuropeptide S receptor (human) antagonism, cAMP | Potency, µM (highest dose often 38.3 µM), without a hit: at the top dose activity change, negative = inhibition, usual class: inhibitors | AID 1461 | CHO-NPSR cells, cAMP TR-FRET, antagonist mode | 220,000 tested, 1% active; note: potency is the fitted concentration of half-maximal effect; % is set by controls: 0 for no effect and ±100 for the full control effect; nearly all actives have a fitted effect of over 50% in size; many of its hits are not listed in these tables
Target sequence (Q6W5P4 whole entry, looked up): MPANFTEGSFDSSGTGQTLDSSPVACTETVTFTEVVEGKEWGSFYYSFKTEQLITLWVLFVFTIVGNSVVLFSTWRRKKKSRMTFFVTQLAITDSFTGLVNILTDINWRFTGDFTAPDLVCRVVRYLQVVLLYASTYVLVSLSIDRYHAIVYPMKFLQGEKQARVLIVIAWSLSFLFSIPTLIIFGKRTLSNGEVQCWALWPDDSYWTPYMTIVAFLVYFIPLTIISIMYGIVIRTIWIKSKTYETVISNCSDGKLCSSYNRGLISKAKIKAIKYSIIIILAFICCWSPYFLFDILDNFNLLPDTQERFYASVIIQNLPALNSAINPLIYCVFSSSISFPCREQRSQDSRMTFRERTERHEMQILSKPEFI
aGal spleen mod = alpha-galactosidase A (human) modulation; AID 2107; Potency, µM (doses to about 80 µM), for inactives: at the highest dose activity change, negative = inhibition, usual class: inhibitors; human spleen homogenate, 4MU-alpha-Gal fluorescence, 40 min; 240,000 tested, 0.008% active;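 note: potency is the fitted concentration of half-maximal effect; 0% = enzyme with vehicle and -100% = no enzyme basal signal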
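qHTS titration in buffer at pH 5.0. Alpha-galactosidase activity in spleen homogenate was measured via 4-methylumbelliferone release from 1 mM fluorogenic substrate after 40 min at 37C and a pH 10 stop. AC50 came from Hill fits of control-normalized data.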
Tau fluor cs = counter-screen for tau fibril formation inhibitors | tau K18 P301L (four-repeat tau fragment) Alexa594 fluorescence, heparin fibrillization | Potency, µM (titrated, usually from 57.7 µM), without a hit: at the top dose activity change, negative = decrease | 280,000 tested, 0.93% active | AID 1463; note: potency is the fitted concentration of half-maximal effect; % is set by controls: 0 for no effect and ±100 for the full control effect; nearly all actives have a fitted effect of over 55% in size
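Human K18 P301L tau (15 uM unlabeled plus 0.24 uM Alexa 594-labeled, final) in 100 mM sodium acetate pH 7 was mixed with compound and 20 uM heparin and incubated 6 hr at 37 C.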
Starred values were filed as active, the others as inactive; ? = inconclusive; · = no result given; [ ] = dose if it differs, or a comment. Unless noted, calls come from the whole dose curve; as a rule, active = well fitted curve in the direction sought with a large enough effect; inconclusive = small, poorly fitted or top-dose-only effect, or another doubt; inactive = no such curve, though single readings can be large; an effect the other way counts as inactive or inconclusive. This is a subset; rates above refer to the full screens.

Short keys – A = Tau FP inhib; B = TexasRed fluor; C = CBFb-RUNX1 inh; D = Epigenetic derep; E = TRb-SRC2 inh; F = NPSR antag; G = aGal spleen mod; H = Tau fluor cs
O=c1c2ccccc2c(C=Nc2ccc(S(=O)(=O)Nc3ncccn3)cc2)c(O)n1-c1cccc(Cl)c1
  A: -9%	B: -1%	C: 1%	D: 0.4%	E: 1%	F: 46%	G: 5%	H: 0%
COC(=O)Cn1c(C)nc(=O)c(-c2ccccc2)c1C
  A: -4%	B: -7%	C: 5%	D: -7.2%	E: 3%	F: 11%[46.1 µM]	G: 1%	H: -7%
CC1CCN(CCNC(=S)Nc2ccc(Cl)cc2)CC1
  A: -8%	B: -5%	C: 9%	D: 0.5%	E: 0%	F: -4%	G: 16%	H: -7%
CCCSc1nnc2nc(C)cc(C)n12
  A: 9%	B: -1%	C: 3%	D: -0.2%	E: -3%	F: -7%[46.1 µM]	G: 3%	H: -6%
CCOC(=O)C1=C(C)NC(=O)NC1/C=C/c1ccccc1 (stereo not given)
  A: 2%	B: 1%	C: 2%	D: -1.0%	E: 1%	F: -4%[46.1 µM]	G: -2%	H: 0%
CN(CC(=O)O)Cc1nc2ccccc2[nH]1
  A: 2%	B: -3%	C: ?	D: 0.1%	E: -2%	F: 0%[46.1 µM]	G: -1%	H: -7%
CCOC(=O)C1CCCN(Cc2ccc3c(c2)OCO3)C1 (stereo not given)
  A: 5%	B: 0%	C: 3%	D: -1.1%	E: 8%	F: 15%[46.1 µM]	G: -1%	H: 8%
CS(=O)(=O)N(CC(=O)NCCSc1ccccc1)c1cc(C(F)(F)F)ccc1Cl
  A: -7%	B: -2%	C: ·	D: -0.6%	E: -7%	F: ·	G: ·	H: -23%
CN1C(=O)C2(Oc3ccccc3C3CC(c4ccccc4)=NN32)c2ccccc21 (stereo not given)
  A: -12%	B: -5%	C: -12%	D: 1.0%	E: 0%	F: ?	G: -11%	H: ?
Cc1c(C(=O)NCCSCc2c(F)cccc2Cl)cnn1-c1ccc(F)cc1
  A: 2%	B: 0%	C: 10%	D: 0.0%	E: -6%	F: 18%[7.67 µM]	G: -11%	H: -17%
COc1ccc(N2CCN(C(CNS(=O)(=O)c3cccs3)c3cccnc3)CC2)cc1 (stereo not given)
  A: 7%	B: 0%	C: -8%	D: -0.2%	E: 1%	F: -16%[46.1 µM]	G: 5%	H: -22%
CN(Cc1ccccc1)C(=O)C1CCN(S(=O)(=O)c2cc([N+](=O)[O-])ccc2Cl)CC1
  A: 6%	B: -7%	C: -2%	D: -0.9%	E: 0%	F: -12%[46.1 µM]	G: 1%	H: -21%
O=C(CC(c1ccccc1)c1ccccc1)NCCO
  A: -2%	B: 0%	C: 4%	D: 0.0%	E: 3%	F: -8%[46.1 µM]	G: -2%	H: 4%
O=C(c1cc(-c2cccs2)on1)N1CCCc2ccccc21
  A: -4%	B: 3%	C: 23%	D: -0.8%	E: -15%	F: -17%[46.1 µM]	G: 0%	H: -2%
O=C(CCC(=O)c1cccs1)NCc1ccncc1
  A: -2%	B: -1%	C: 6%	D: 0.7%	E: 4%	F: 5%	G: 8%	H: -3%
N#CCc1c(C#N)c(N)nc(N2CCN(c3ccc(F)cc3)CC2)c1C#N
  A: 5%	B: 5%	C: -12%	D: -1.5%	E: -1%	F: -6%[46.1 µM]	G: 0%	H: ?
CN(c1ccc(OCC(=O)N2CCOCC2)cc1)S(=O)(=O)c1ccc(Cl)cc1
  A: -2%	B: -7%	C: 2%	D: -0.3%	E: -4%	F: -7%	G: 5%	H: -14%
Cc1ccc(-c2nnc(SCc3ccc(C#N)cc3)n2Cc2ccco2)cc1
  A: 0%	B: 0%	C: -11%	D: -1.2%	E: -8%	F: -6%[46.1 µM]	G: 5%	H: -7%
CC(=O)c1cccc(NC(=O)CSc2nnc(-c3cccnc3)o2)c1
  A: -5%	B: -2%	C: 11%	D: -1.2%	E: 1%	F: 11%[46.1 µM]	G: 7%	H: -6%
CCOC(=O)c1cc(CC)sc1NC(=O)Cc1ccccc1
  A: -12%	B: -1%	C: 25%	D: -0.2%	E: -1%	F: ?	G: -3%	H: -28%
CS(=O)(=O)N1CCN(C(=O)c2cc(-c3cccnc3)nc3ccc(Br)cc23)CC1
  A: 3%	B: 1%	C: -7%	D: -0.1%	E: 2%	F: -1%	G: 10%	H: 5%
COc1ccc(/C=N/NC(=O)c2cccnc2)cc1CN1CCc2ccccc2C1
  A: -2%	B: 0%	C: -9%	D: 2.7%	E: 3%	F: 25%	G: 0%	H: ?
CC(=O)N(/N=C/c1cccc(C)c1)c1nc(-c2ccc(Br)cc2)cs1
  A: -2%	B: -3%	C: 11%	D: 2.1%	E: -16%	F: -2%[46.1 µM]	G: 7%	H: -10%
COc1ccccc1CNc1ccc(-c2nc(-c3ccco3)no2)cc1[N+](=O)[O-]
  A: ?	B: -1%	C: ·	D: -0.9%	E: 1%	F: ·	G: ·	H: -28%
O=C(NC1CCCC1)C(c1cccnc1)N(C(=O)c1csnn1)C1CC1 (stereo not given)
  A: 1%	B: -2%	C: 3%	D: 0.0%	E: 6%	F: ?	G: -1%	H: 0%
Cc1ccc(-n2nc(C)c(=O)c(-c3ccccc3)c2NC(=O)c2cccs2)cc1
  A: 3%	B: -6%	C: 7%	D: 0.0%	E: -1%	F: -1%	G: 15%	H: -12%
COc1cc2c(cc1OC)C(C)N(C(=O)Cn1ncc3c1-c1cc(C)ccc1OC3)CC2 (stereo not given)
  A: -1%	B: 2%	C: -1%	D: -0.8%	E: 7%	F: -12%[46.1 µM]	G: 4%	H: -4%
COc1ccc(CCNC(=O)COc2ccc(-c3ccc(C#N)cc3)cc2)cc1
  A: ?	B: -6%	C: 11%	D: 0.0%	E: -4%	F: -5%[46.1 µM]	G: -9%	H: -6%
CC(C)OC(=O)c1nnn(-c2nonc2N)c1CN1CCCCCC1
  A: 6%	B: -6%	C: 14%	D: -0.7%	E: 0%	F: -17%[46.1 µM]	G: 2%	H: -13%
CCCSc1nc(=O)n2cc(C)ccc2n1
  A: 5%	B: -1%	C: -1%	D: -5.7%	E: -8%	F: ?	G: 4%	H: -6%
CCOC(=O)c1ccc(NC(=O)C(Cc2ccccc2)NS(=O)(=O)c2ccc(Br)s2)cc1 (stereo not given)
  A: -15%	B: 0%	C: ·	D: -1.1%	E: -1%	F: ·	G: ·	H: -1%
CCCCN(CCCC)Cc1ccc(N)cc1
  A: ?	B: 1%	C: 1%	D: -0.8%	E: -7%	F: -5%[46.1 µM]	G: -9%	H: -6%
CCSc1nnc2n(-c3ccc(OC)cc3)c(=O)c3c4c(sc3n12)CCCC4
  A: ?	B: -6%	C: 2%	D: 0.0%	E: -3%	F: -8%[46.1 µM]	G: -1%	H: -2%
CCc1ccc(NC(=O)CC2C(=O)N(c3cccc(C)c3)C(=O)N2Cc2cccc(OC)c2)cc1 (stereo not given)
  A: 9%	B: -3%	C: ·	D: -2.2%	E: 4%	F: ·	G: ·	H: -1%
O=C(COc1ccc2c(c1)C(=O)CC1(CCCCC1)O2)NCc1ccccc1
  A: 5%	B: 1%	C: 1%	D: -2.4%	E: -1%	F: -20%[46.1 µM]	G: 5%	H: -12%
Cc1ccn2c(NC3CCCCC3)c(C)nc2c1
  A: -3%	B: -1%	C: 1%	D: -1.8%	E: -5%	F: -5%[46.1 µM]	G: 9%	H: -5%
O=C(O)CC/C(=N\Nc1ccc(S(=O)(=O)N2CCOCC2)cc1[N+](=O)[O-])c1cccs1
  A: 6%	B: -8%	C: -26%	D: 0.1%	E: -10%	F: -33%	G: 0%	H: -17%
COC(=O)c1ccccc1NC(=O)N1c2ccccc2Sc2ccccc21
  A: -7%	B: 2%	C: 13%	D: -0.1%	E: -2%	F: -40%	G: 0%	H: -22%
CCCC(C)NC(=S)Nc1cc(C)cc(C)c1 (stereo not given)
  A: 0%	B: -2%	C: -1%	D: 2.5%	E: 1%	F: -30%	G: -6%	H: -13%
Cc1cc(S(=O)(=O)n2ccnc2)c(Cl)cc1Cl
  A: 7%[2.34 µM]	B: -1%	C: 7%	D: 1.1%	E: -2%	F: -6%	G: -2%	H: 10%[2.34 µM]
COc1ccc(C)cc1NC(=O)c1cc2c(=O)n3cccc(C)c3nc2s1
  A: 4%	B: -11%	C: ·	D: 0.0%	E: 14%	F: ·	G: ·	H: -7%
CC1CCc2c(sc3nc(SCC(=O)NCc4ccco4)nc(N)c23)C1 (stereo not given)
  A: 2%	B: 3%	C: -1%	D: -0.7%	E: 4%	F: -14%[46.1 µM]	G: 9%	H: -16%
CN(C)CCCNc1oc(/C=C/c2ccccc2)nc1C#N
  A: -5%[0.0958 µM]	B: -4%	C: 3%	D: 1.5%	E: -6%	F: -42%	G: ?	H: 16%[0.0958 µM]
O=c1cc(Nc2ccc3c(c2)OCCO3)[nH]c(=O)n1C1CCCCC1
  A: 13%	B: -3%	C: 3%	D: -1.0%	E: 1%	F: -3%[46.1 µM]	G: -4%	H: -23%
CC(=O)C1=C(C)NC(SCC(=O)c2ccc(F)cc2)=C(C#N)C1c1ccco1 (stereo not given)
  A: -5%	B: -7%	C: -15%	D: 1.7%	E: -3%	F: -17%[46.1 µM]	G: 0%	H: ?
COC(=O)c1cnc(Oc2c(Cl)cc(N)cc2Cl)cc1C(F)(F)F
  A: 16%	B: 0%	C: 7%	D: 1.1%	E: 5%	F: -25%	G: 1%	H: ?
CC(=O)c1c(C)[nH]c(C(=O)Nc2nccs2)c1C
  A: 4%	B: -1%	C: 4%	D: 11%	E: 1%	F: -2%	G: 2%	H: -5%

Given with two lines to a compound: part of the list above
Each structure is followed by: Tau FP inhib | TexasRed fluor | CBFb-RUNX1 inh | Epigenetic derep | TRb-SRC2 inh | NPSR antag | aGal spleen mod | Tau fluor cs
> Cc1cc(S(=O)(=O)n2ccnc2)c(Cl)cc1Cl
→ 7%[2.34 µM] | -1% | 7% | 1.1% | -2% | -6% | -2% | 10%[2.34 µM]
> COc1ccc(C)cc1NC(=O)c1cc2c(=O)n3cccc(C)c3nc2s1
→ 4% | -11% | · | 0.0% | 14% | · | · | -7%
> CC1CCc2c(sc3nc(SCC(=O)NCc4ccco4)nc(N)c23)C1 (stereo not given)
→ 2% | 3% | -1% | -0.7% | 4% | -14%[46.1 µM] | 9% | -16%

Source: PubChem BioAssay
